TPT1 inhibitor – blocks Candida albicans tRNA 2'-phosphotransferase; inhibition, % at 5 µM; recombinant caTPT1, FP RNA substrate dephosphorylation; 0.81% of 300,000 active; AID 1962;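 active = inhibition above the mean of all tested compounds plus 3 SD, set per screening campaign, cut at about 24% in these data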;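 also: plate controls were DMSO alone for no effect and ferristatin control at 100 nM for full effect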
AHR activator – activators of human aryl hydrocarbon receptor; P35869; 2.5% of 320,000 active; activation, % at 5 µM; AHR-responsive luciferase reporter cells, luminescence; in the data active = activation above about 47%;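 also: 0% = vehicle wells and 100% = reference agonist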
PP1 counter – blocks human PP1-alpha phosphatase, a PP5 counter-screen; 0.9% of 320,000 active; inhibition, % at 6.7 µM; purified PP1alpha, OMFP fluorescence;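 active = inhibition above the mean inhibition of all tested compounds plus 3 SD, computed separately for each screening campaign, cut at about 15% in these data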
Target sequence (P62136 whole entry, looked up): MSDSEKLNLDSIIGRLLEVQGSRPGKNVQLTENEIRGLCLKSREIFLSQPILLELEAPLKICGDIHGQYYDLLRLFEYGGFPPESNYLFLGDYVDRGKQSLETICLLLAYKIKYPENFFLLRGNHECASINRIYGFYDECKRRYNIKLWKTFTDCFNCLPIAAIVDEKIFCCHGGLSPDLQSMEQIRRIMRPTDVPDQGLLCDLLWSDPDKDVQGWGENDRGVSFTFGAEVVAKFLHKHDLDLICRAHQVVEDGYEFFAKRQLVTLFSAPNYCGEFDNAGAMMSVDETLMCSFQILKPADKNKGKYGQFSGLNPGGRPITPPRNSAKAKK
HCV core dimer – blocks dimerization of HCV core protein. TR-FRET GST/Flag-core106 dimerization, 1536-well. inhibition, % at 5 µM. 0.33% of 300,000 active;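 active = inhibition above the mean of all tested compounds plus 3 SD, set per screening campaign, cut at about 45% in these data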
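Assay system – GST-tagged and Flag-tagged HCV core protein residues 1-106 · Quantity – core106 proteins, GST 13.5 nM and Flag 17 nM · Benchmarks – unlabelled core106 and no-GST-core106 wells · Read-out basis – percent inhibition of core106 dimerization signal · Detection – time-resolved FRET, ex 340 nm, em 617 and 671 nm · Schedule – 4 h at 22.5 °C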
CTSL1 counter – cathepsin L1 inhibition, PFM18AAP counter-screen; recombinant F. hepatica cathepsin L1, Z-Leu-Arg-MCA fluorescence; inhibition, % at 5.96 µM; 0.49% of 300,000 active; AID 1906;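 active = inhibition above the mean of all tested compounds plus 3 SD, set per screening campaign, cut at about 17% in these data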;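 also: 0% = plate median of test compound wells and 100% = 1 µM Z-Phe-Ala-diazomethylketone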
PP5 primary – inhibitors of human protein phosphatase 5 (PP5). purified PP5c, OMFP substrate fluorescence. inhibition, % at 6.7 µM. 0.18% of 320,000 active. AID 1987;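 active = inhibition above the campaign's mean inhibition across all tested compounds plus 3 SD, cut at about 9.5% in these data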;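 also: 0% = DMSO only and 100% = 100 µM cantharidin control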
procasp7 counter – counter-screen: procaspase-7 (human) activation | P55210 | recombinant procaspase-7, Ac-DEVD-pNA absorbance 405 nm; D23A/D198A/D206A triple mutant, cannot self-cleave; scale: DMSO 0, 5 µM enzyme 100 | activation, % at 8.5 µM | 0.093% of 330,000 active;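 active = percent activation above the screen-wide mean plus 3 SD, cut at about 25% in these data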
Target sequence (P55210 whole entry D23A/D198A/D206A): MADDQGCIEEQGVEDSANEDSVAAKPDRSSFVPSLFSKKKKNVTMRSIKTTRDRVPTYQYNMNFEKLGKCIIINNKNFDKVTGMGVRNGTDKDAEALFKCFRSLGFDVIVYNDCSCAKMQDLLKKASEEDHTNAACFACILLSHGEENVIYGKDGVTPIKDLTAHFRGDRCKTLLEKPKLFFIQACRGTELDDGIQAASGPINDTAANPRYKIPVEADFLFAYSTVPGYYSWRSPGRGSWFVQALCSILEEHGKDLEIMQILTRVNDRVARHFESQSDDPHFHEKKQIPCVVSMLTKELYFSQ
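System: Uncleavable procaspase-7 mutant enzyme; Amount: 2 µM procaspase-7 mutant as dispensed; Schedule: 1 h compound preincubation, 2 h substrate cleavage, 25 °C; Measured by: 405 nm absorbance of p-nitroaniline; Evaluation: percent activation from buffer-corrected 0–120 min absorbance change; Control set: low DMSO alone, high DMSO plus 5 µM PC-7.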
proCasp3 act – activates human procaspase-3 | P42574 | AID 463141 | 0.11% of 330,000 active | activation, % at 8.5 µM | recombinant procaspase-3 D3A, Ac-DEVD-pNA absorbance 405 nm;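 active = activation above the mean of all tested compounds plus 3 SD, cut at about 21% in these data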;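 also: 0% = DMSO alone and 100% = DMSO wells spiked with extra 5 µM PC-3 D3A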
Target sequence (P42574 whole entry D9A/D28A/D175A): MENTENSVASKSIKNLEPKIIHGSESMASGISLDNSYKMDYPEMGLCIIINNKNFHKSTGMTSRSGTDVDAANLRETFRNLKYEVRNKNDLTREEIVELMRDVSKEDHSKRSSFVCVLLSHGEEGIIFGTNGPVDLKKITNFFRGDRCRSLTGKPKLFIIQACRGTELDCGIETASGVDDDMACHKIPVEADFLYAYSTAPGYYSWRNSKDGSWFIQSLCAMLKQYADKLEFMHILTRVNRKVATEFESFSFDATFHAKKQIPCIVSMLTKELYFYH
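Test system: Procaspase-3 D3A mutant; medium: Zinc-free HEPES/NaCl buffer with 0.01% Triton X-100 at pH 7.4; reagent: DEVD-pNA substrate; doses: one concentration, 8.5 µM nominal, 0.8% DMSO; times: 1 h preincubation plus 2 h reaction at 25 °C; signal: Epi-absorbance at 405 nm of released p-nitroaniline, 0 and 120 min; replicates: singlicate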
PAFAH2 inh – inhibitors of human PAFAH2 | Q99487 | recombinant PAFAH2, FP-rhodamine activity probe, fluorescence polarization | inhibition, % at 3.39 µM | 0.99% of 340,000 active;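 active = inhibition above the mean over all tested compounds plus 3 SD, cut at about 30% in these data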;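 also: inhibitors block probe labeling of enzyme so polarization drops; 0% = enzyme with DMSO and 100% = wells lacking PAFAH2 protein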
The depositor's hits bear a star; nt = no result given.

SMILES	TPT1 inhibitor	AHR activator	PP1 counter	HCV core dimer	CTSL1 counter	PP5 primary	procasp7 counter	proCasp3 act	PAFAH2 inh
CC1CCc2cc(F)ccc2N1C(=O)c1ccc2c(c1)OCO2 (configuration not stated)	2	22	1	-5	0	-0.7	3	9	-2
O=C(OCC1COc2ccccc2O1)c1ccccc1F (configuration not stated)	1	1	-3	0	-1	0.1	-5	9	39*
O=C(O)Cc1csc(NC(=O)c2ccco2)n1	-1	4	-1	1	7	2.6	-2	5	0
CC(C)Oc1cccc(C(=O)C2CCCN(Cc3cnc(N4CCOCC4)s3)C2)c1 (configuration not stated)	1	2	-3	-5	-2	3.2	2	5	-6
Cc1cc(NS(=O)(=O)c2ccc(NC(=O)COc3ccc(Cl)cc3Cl)cc2)no1	1	0	3	22	0	-1.0	-5	1	-2
CCN(C(=O)Cn1c(=O)n(Cc2ccccc2)c(=O)c2ccccc21)c1cccc(C)c1	-1	9	3	8	-1	1.7	15	2	-4
Cc1ccc(C(C)C)c(OCC(=O)Nc2ccc(N3CCN(S(C)(=O)=O)CC3)cc2)c1	0	1	-3	-4	1	1.1	2	7	0
NC1=NC(=O)C(Cc2ccc(Br)cc2)S1 (configuration not stated)	-5	1	0	-4	3	1.9	2	-5	-5
O=C(N/N=C/c1c[nH]c2ccccc12)C1COc2ccccc2O1 (configuration not stated)	1	92*	0	3	1	1.4	-2	1	10
COc1ccc(-c2cn3cccnc3n2)cc1NC(=O)c1cc(OC)c(OC)c(OC)c1	3	10	-2	5	-1	4.2	5	-3	-7
C=C(CC1([C@@H](NP(=O)(c2ccccc2)c2ccccc2)[C@H]2C[C@@H]2CCCC)CC1)c1ccccc1	2	1	6	8	-2	1.9	-3	-3	-5
CCOc1ccc(C2/C(=C(/O)c3ccc(OC)cc3)C(=O)C(=O)N2c2cc(C)on2)cc1OC (configuration not stated)	-2	0	2	-4	2	-1.7	-26	-3	5
CC(=O)Nc1ccc2nc(NC(=O)COc3ccc([N+](=O)[O-])cc3)sc2c1	5	5	-4	5	-2	-1.6	9	2	-5
O=C(Cn1ncc2c(=O)oc3ccccc3c21)N1CCC(N2CCCCC2)CC1	-1	0	1	23	0	-1.8	1	-2	6
COc1ccc(-n2ccnc2SCC(=O)NC2CCCC2)c(OC)c1	2	7	-3	4	-2	-1.8	-1	2	-2
O=C1CCc2cc(S(=O)(=O)NCCc3ccccc3)cc3c2N1CC3	0	1	1	2	-2	3.0	10	-1	5
COc1ccccc1CCNC(=O)C(=O)NCCC1CCCCN1S(=O)(=O)c1cccs1 (configuration not stated)	1	14	-3	8	17*	0.5	12	4	6
CC(C)C[C@H](NC(=O)Nc1ccc(S(N)(=O)=O)cc1)C(=O)O	0	-1	-1	1	-3	-1.1	2	4	-2
CCC(=O)NC(c1ccco1)c1cc(Cl)c2cccnc2c1OC (configuration not stated)	nt	1	0	nt	nt	-1.1	11	8	0
CC(C)c1ccc(NC(=O)CSc2nnc(CN3CCOCC3)n2C)cc1	1	1	2	14	-3	-1.3	4	1	6
CC(C)C(=O)Nc1ccc(N2CCCC2)c(Cl)c1	0	0	-3	-1	7	-1.3	17	0	-5
CCOC(=O)[C@H]1[C@H]2COc3ccccc3[C@@H]2N2C(=O)CN(CC3CCCO3)C(=O)[C@@]12C (some centres not stated)	nt	1	nt	nt	nt	nt	9	2	2
CCc1ccccc1NC(=O)CN1CCN(C(=O)CCC(=O)N2CCC(c3ccccc3)=N2)CC1	nt	0	-5	nt	nt	0.5	2	6	-8
COc1ccc(N2C(=O)CN=C2Nc2nc(C)cc(C)n2)cc1	-1	76*	-3	7	-1	1.1	2	1	1
N#C/C(=C\c1ccc(F)cc1)c1nc(-c2ccco2)cs1	10	-4	-2	-1	-2	1.1	3	0	-6
Cc1cccc(NC(=S)NCCCN2CCOCC2)c1	0	1	-3	2	-2	-1.4	0	7	-3
Cc1ccc(N2C(=O)N(C(C)C)C(C)(C)CC2(C)O)cc1 (configuration not stated)	-4	0	8	-3	1	-0.9	1	5	3
CN(C(=O)CSc1nnc(N)s1)C1CCCCC1	-3	2	1	-20	4	-6.4	4	-2	0
O=C(CN1CCN(C(=O)CNC(=O)c2ccc3c(c2)OCO3)CC1)Nc1ccccc1Cl	nt	1	-3	nt	nt	3.5	0	3	-1
CCC1(C)CC2(CCCN(CCC(=O)c3ccccc3)C2)CCO1 (configuration not stated)	-3	0	-5	3	9	-2.8	7	9	-6
C/C(=N\Nc1nc(-c2ccccc2)cs1)c1cccs1	0	26	3	29	7	1.1	-29	-12	2
O=C(Nc1ccsc1C(=O)NC1CC1)c1ccccc1	1	59*	-3	0	-1	0.7	11	4	6
CN(C)/C=C/C(=O)c1ccc2noc(-c3ccccc3)c2c1	3	2	5	-14	3	2.4	-19	-7	8
COc1cc(S(=O)(=O)Nc2ccc(C(=O)NCC(=O)O)cc2)ccc1NC(C)=O	0	-1	-1	1	-5	-1.3	7	13	14
O=c1cc(C(F)(F)F)[nH]c2ccccc12	-6	-1	-1	-2	0	-3.2	5	-4	2
CNC(=S)N(CCO)Cc1cc2cc3c(cc2[nH]c1=O)OCO3	0	9	0	0	6	1.0	-7	0	4

Compound profiles (already shown):
N#C/C(=C\c1ccc(F)cc1)c1nc(-c2ccco2)cs1 as listed: TPT1 inhibitor = 10; AHR activator = -4; PP1 counter = -2; HCV core dimer = -1; CTSL1 counter = -2; PP5 primary = 1.1; procasp7 counter = 3; proCasp3 act = 0; PAFAH2 inh = -6
C/C(=N\Nc1nc(-c2ccccc2)cs1)c1cccs1 as listed: TPT1 inhibitor = 0; AHR activator = 26; PP1 counter = 3; HCV core dimer = 29; CTSL1 counter = 7; PP5 primary = 1.1; procasp7 counter = -29; proCasp3 act = -12; PAFAH2 inh = 2

Further compounds follow.
SMILES	TPT1 inhibitor	AHR activator	PP1 counter	HCV core dimer	CTSL1 counter	PP5 primary	procasp7 counter	proCasp3 act	PAFAH2 inh
COc1ccc(C(=O)CC(=O)C(=O)Nc2c(C)cccc2C)cc1	-5	-2	0	-4	-1	0.6	0	-5	6
O=C(CCCc1c[nH]c2ccccc12)N1CCCCCC1	1	7	-2	-3	-2	4.8	-8	-4	5
COc1cc(NC(=O)COc2ccccc2)c(OC)cc1NC(C)=O	-1	-1	-3	-1	-4	-0.2	10	7	2
O=C(CSc1ccc([N+](=O)[O-])cc1)NNC(=O)c1ccccc1F	2	0	0	5	3	0.1	-4	0	-11
COc1ccc(-c2nc3ccccc3c(=O)n2N)cc1	-4	23	0	-3	-1	2.0	-1	2	0
CC1CCCN(Cc2nc3c(c(=O)n(C)c(=O)n3C)n2Cc2c(F)cccc2Cl)C1 (configuration not stated)	0	0	-3	0	1	-0.9	2	-7	2
CCC(=O)N(NC1=NS(=O)(=O)c2ccccc21)S(=O)(=O)c1ccc(C)cc1	-4	-2	-3	-2	0	0.3	11	7	12
O=S(=O)(NCc1ccccc1)c1ccc(-c2cnc(C3CC3)o2)cc1	1	3	-3	-1	3	1.4	3	9	-2
CCc1ccc2c(c1)C(=O)C(=O)N2CCS(=O)(=O)c1ccccc1	0	1	2	12	4	0.1	5	2	3
N#Cc1c(-c2ccccc2)nc(SCc2cccc(Cl)c2)[nH]c1=O	1	2	17*	16	0	0.4	-15	-5	-1
COC(=O)c1ccc(N2CCOCC2)c(NC(=O)c2ccc3c(c2)OCO3)c1	-2	-3	-6	11	0	1.9	6	3	-1
COc1ccc(NC(=O)C2=C(C)C(=O)OC23CCC(C)CC3)cc1Cl (configuration not stated)	-2	3	3	-2	4	5.0	-7	-3	10
O=C(NCC1CCCO1)c1onc(CSc2ccc(Cl)cc2)c1C(=O)O (configuration not stated)	-2	0	4	-9	-2	0.3	0	15	-1
C/C(CCc1oc2ccc(Br)cc2c1-c1ccc(C)o1)=N/O	2	56*	0	-2	2	1.7	-9	6	2
COC(=O)c1cc(NC2c3ccccc3C(=O)N2c2cccnc2)cc(C(=O)OC)c1 (configuration not stated)	1	3	-4	-1	-2	-1.5	3	2	-4
O=[N+]([O-])c1cccc(S(=O)(=O)c2ccc(NCCOCCO)c([N+](=O)[O-])c2)c1	3	1	-3	-2	0	-0.6	3	0	-1
O=C(NCCN1CCOCC1)N1c2ccccc2Sc2ccccc21	-1	0	-4	-5	-2	0.7	5	-1	5
COc1ccc(N2C(=O)C(CC(=O)Nc3ccc(F)cc3)N(CCc3cccs3)C2=O)cc1 (configuration not stated)	1	2	0	5	-1	0.9	6	1	4
Cc1c(NC(=S)NC(=O)c2ccc(-c3ccc(Cl)cc3)o2)cccc1C(=O)O	-2	-2	6	13	8	1.0	-8	3	-7
CC(C)=C1C2CCC1C1C(=O)N(c3nc(-c4ccc(F)cc4)c(C)s3)C(=O)C21 (configuration not stated)	-5	22	2	15	3	2.0	4	5	-2
Nc1[nH]n2c(=O)cc(-c3ccccc3)nc2c1N=Nc1ccccc1	-5	3	9	-5	4	2.1	7	-1	32*
CCOc1ccccc1-c1nc(CN(Cc2cnn(C)c2)C(C)C)c(C)o1	-1	5	-5	3	1	-2.0	10	-8	3
CN(C)S(=O)(=O)c1ccc(Cl)c(NC(=O)COC(=O)/C=C/c2ccco2)c1	2	0	4	6	-4	1.6	7	-8	46*
CC(CCc1ccccc1)NC(=O)c1nnc(Cc2ccc(F)cc2)o1 (configuration not stated)	-2	1	0	5	-2	-1.5	-2	9	9

Reformatted: 4 of the compounds above
The line under a structure holds: TPT1 inhibitor | AHR activator | PP1 counter | HCV core dimer | CTSL1 counter | PP5 primary | procasp7 counter | proCasp3 act | PAFAH2 inh
- O=[N+]([O-])c1cccc(S(=O)(=O)c2ccc(NCCOCCO)c([N+](=O)[O-])c2)c1
 : 3 | 1 | -3 | -2 | 0 | -0.6 | 3 | 0 | -1
- Nc1[nH]n2c(=O)cc(-c3ccccc3)nc2c1N=Nc1ccccc1
 : -5 | 3 | 9 | -5 | 4 | 2.1 | 7 | -1 | 32*
- O=C(NCC1CCCO1)c1onc(CSc2ccc(Cl)cc2)c1C(=O)O (configuration not stated)
 : -2 | 0 | 4 | -9 | -2 | 0.3 | 0 | 15 | -1
- C/C(CCc1oc2ccc(Br)cc2c1-c1ccc(C)o1)=N/O
 : 2 | 56* | 0 | -2 | 2 | 1.7 | -9 | 6 | 2

The results go on.
SMILES	TPT1 inhibitor	AHR activator	PP1 counter	HCV core dimer	CTSL1 counter	PP5 primary	procasp7 counter	proCasp3 act	PAFAH2 inh
CS(=O)(=O)N(CC(=O)N1CCCC1)c1cc(C(F)(F)F)ccc1Cl	3	1	-4	-3	1	-0.5	10	6	-9
CCc1ccc(CNC(=O)c2ccc3c(c2)NC(=O)C(N2CCOCC2)S3)cc1 (configuration not stated)	4	2	-4	-3	1	0.3	3	4	3
COc1ccc(OC)c(N(CC(=O)NCCSC2CCCCC2)S(=O)(=O)c2ccccc2)c1	-1	-5	3	11	2	4.1	-9	9	6
OC(CNCc1ccc(Cl)cc1)C(F)(F)F (configuration not stated)	0	0	0	-4	-3	-1.4	-4	-2	0
NC(=O)N/N=C/c1cc(F)cc(F)c1	-1	-1	-8	-3	-1	1.7	7	0	0
COc1cc2c(cc1OC)C(C)N(S(=O)(=O)c1cn(C)c(C)n1)CC2 (configuration not stated)	-1	1	-3	0	7	2.6	1	10	nt

This is a random part of the collection; any-hit rate near 5.6%.
